From PubChem
OXTR potentiate = human OXTR potentiators, primary screen, fluorescence, CHO-OTR cells, Fluo-8 calcium; Oxytocin receptor (Homo sapiens), P30559; Fluo-8 calcium fluorescence, potentiator mode; 0% = oxytocin EC15, 100% = EC100; activation, % at 3 µM; 320,000 compounds, 0.061% hits; AID 2445, 2010;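 active = activation above that plate's cutoff, the mean activation of tested compounds plus 3 SD, cut at about 6.6% in these data, passing the limit was not always enough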;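 also: 100% uses oxytocin at 75 nM as the full agonist control; some results filed as inactive read as strong as hits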
Target sequence (P30559 whole entry, looked up): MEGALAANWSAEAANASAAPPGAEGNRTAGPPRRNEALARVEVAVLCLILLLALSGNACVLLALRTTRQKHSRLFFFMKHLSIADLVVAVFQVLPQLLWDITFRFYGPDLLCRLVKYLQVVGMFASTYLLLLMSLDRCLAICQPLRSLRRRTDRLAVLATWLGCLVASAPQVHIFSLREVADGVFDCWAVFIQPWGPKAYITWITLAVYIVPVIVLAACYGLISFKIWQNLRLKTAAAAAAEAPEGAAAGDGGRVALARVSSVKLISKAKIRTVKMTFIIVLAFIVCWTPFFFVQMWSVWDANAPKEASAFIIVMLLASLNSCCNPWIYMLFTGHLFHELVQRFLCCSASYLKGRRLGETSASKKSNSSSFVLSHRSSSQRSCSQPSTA
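Assay system: CHO-OTR cells, human receptor / Also added: oxytocin at about EC15, sub-maximal agonist stimulus / Dosing: single dose, 3.0 µM nominal final compound concentration / Incubation: 6 min pre-incubation, 100 s read / Technique: Fluo-8 calcium dye fluorescence / Read-out: % activation vs EC15 and EC100 oxytocin / Benchmarks: EC15 oxytocin low, 75 nM oxytocin high / Replicates: singlicate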
TAAR1 antag = human TAAR1 antagonists, primary screen, Fluo-8 calcium fluorescence, CHO RD-HGA16 cells | inhibition, % at 3 µM | antagonist | Trace amine-associated receptor 1 (Homo sapiens), Q96RJ0 | AID 624466, 2012 | 360,000 compounds, 1.5% hits;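 active = inhibition above a per-plate cutoff, the mean inhibition of test compounds on that plate plus 3 SD, cut at about 49% in these data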;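 also: 0% = DMSO plus EC80 beta-PEA response and 100% = DMSO alone without agonist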
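Test system – hTAAR1-expressing CHO RD-HGA16 cells, Gα16-coupled · Also added – β-PEA at EC80 concentration, post-compound challenge · Compound – 3 µM, single point · Incubation – dye loading 75 min at 37 °C, then 30 min room temperature · Measured by – Fluo-8 intracellular calcium dye fluorescence, real-time kinetic reads · Benchmarks – vehicle and agonist controls · Replicates – singlicate, one well per test compound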
CHRM1 agonist = human M1 muscarinic receptor agonists, primary screen, Fluo-8 calcium fluorescence, CHO-K1 cells, HTS. activation, % at 3 µM. CHO-K1 hM1, agonist mode; 0% DMSO, 100% acetylcholine EC100. AID 588814, 2011. Muscarinic acetylcholine receptor M1 (Homo sapiens), P11229. 360,000 compounds, 0.33% hits;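 active = activation above the run's mean compound activation plus 3 SD, cut at about 16% in these data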;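 also: peak over basal fluorescence ratio within a 140 s kinetic read after compound addition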
Target sequence (P11229 whole entry, looked up): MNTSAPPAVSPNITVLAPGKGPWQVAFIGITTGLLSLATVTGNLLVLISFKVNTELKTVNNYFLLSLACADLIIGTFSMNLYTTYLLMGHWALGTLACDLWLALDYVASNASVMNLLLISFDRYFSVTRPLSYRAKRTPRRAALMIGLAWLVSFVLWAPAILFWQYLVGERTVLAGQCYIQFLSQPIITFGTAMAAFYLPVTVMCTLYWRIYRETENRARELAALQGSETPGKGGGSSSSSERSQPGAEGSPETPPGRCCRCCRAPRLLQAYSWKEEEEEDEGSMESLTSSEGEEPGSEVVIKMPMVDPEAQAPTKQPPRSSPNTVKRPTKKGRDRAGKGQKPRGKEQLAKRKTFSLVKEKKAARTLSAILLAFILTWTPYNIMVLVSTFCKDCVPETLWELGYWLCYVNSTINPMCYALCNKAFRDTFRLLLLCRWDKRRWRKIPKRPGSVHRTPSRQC
CHO parental Ca = ATP-evoked calcium signal inhibitors, parental CHO, primary screen, counter-screen for OX1R antagonist project, cell-based, fluorescence, Fluo-8 calcium dye. parental CHO-K1, ATP-induced calcium, Fluo-8 fluorescence. inhibition, % at 5.6 µM. 330,000 compounds, 0.63% hits. AID 463079, 2010;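 active = inhibition above that plate's mean sample inhibition plus 3 SD, cut at about 26% in these data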;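 also: 0% = ATP-challenged DMSO wells and 100% = DMSO wells without ATP; some compounds past the cut are filed as inactive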
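Material: Parental CHO cells | Reagent: ATP | Compound dosing: Single nominal dose of 5.6 µM per compound | Detection: Intracellular calcium via Fluo-8 no-wash fluorescent dye | Read-out: % inhibition of ATP-induced calcium mobilization | Benchmarks: Low control ATP plus DMSO, high control DMSO only | Replicates: Singlicate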
OXTR ag = human OXTR agonists, primary screen, fluorescence, CHO-OTR cells, Fluo-8 calcium. Oxytocin receptor (Homo sapiens), P30559. Fluo-8 calcium fluorescence; normalized: DMSO 0%, oxytocin 100%. activation, % at 3 µM. 320,000 compounds, 0.32% hits. AID 2435, 2010;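 active = activation above the mean of all tested compounds plus 3 SD, cutoff set per screening run, cut at about 20% in these data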;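 also: peak over basal fluorescence ratio from a 100 s FLIPR kinetic read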
V1R ag counter = agonists of human V1a receptor, primary screen, counter-screen for OXTR agonist project, fluorescence, CHO-V1R cells; Vasopressin V1a receptor (Homo sapiens), P37288; Fluo-8 calcium fluorescence, agonist mode; 0% DMSO, 100% 3 nM vasopressin; activation, % at 3 µM; 320,000 compounds, 0.25% hits; AID 2797, 2010;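 active = activation above the mean activation of all tested compounds plus 3 SD, per screening run, cut at about 20% in these data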;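 also: signal is peak over basal fluorescence ratio across a 100 second FLIPR read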
M1 antag = human M1 muscarinic receptor antagonists, primary screen, CHO-K1 cells, Fluo-8 calcium fluorescence, 1536-well; Muscarinic acetylcholine receptor M1 (Homo sapiens), P11229; CHO-K1 hM1, ACh EC80 antagonist; inhibition, % at 3 µM; 360,000 compounds, 1.3% hits; AID 588852, 2011;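 active = percent inhibition above its own plate's cutoff, namely the mean of that plate's compound wells plus 3 SD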;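 also: peak over basal fluorescence ratio during 140 s after agonist addition; 0% = ACh EC80 plus DMSO and 100% = DMSO alone without agonist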
TAAR1 agonist = human TAAR1 agonists, primary screen, Fluo-8 calcium fluorescence, CHO RD-HGA16 cells | activation, % at 3 µM | 360,000 compounds, 0.99% hits | vehicle wells 0%, saturating PEA agonist 100% | AID 624467, 2012;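 active = activation above the mean activation of all test compounds in the run plus 3 SD, cut at about 38% in these data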
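Test system: RD-HGA16 (CHO) cells co-expressing Gα16 and hTAAR1; dosing: one-point dosing at 3 µM (nominal); timing: 17-24 h seeding, 75 min 37 °C dye, 30 min RT; signal: kinetic Fluo-8 calcium fluorescence; read-out basis: % activation relative to PEA EC100 response; controls: DMSO and PEA EC100; replicates: n 1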
M1 PAM = human M1 muscarinic receptor positive allosteric modulators, primary screen, CHO-K1 cells, Fluo-8 calcium fluorescence, 1536-well. Muscarinic acetylcholine receptor M1 (Homo sapiens), P11229. CHO-K1 hM1, ACh EC20; 0% = ACh EC20, 100% = maximal ACh. activation, % at 3 µM. 360,000 compounds, 0.088% hits. AID 588819, 2011; in the data active = activation above about 19%, passing the limit was not always enough
* marks the source's active call; other numbers are inactive results; / = not tested or not shown. Compounds as they come (roughly 3.7% active in at least one column).

SMILES	OXTR potentiate	TAAR1 antag	CHRM1 agonist	CHO parental Ca	OXTR ag	V1R ag counter	M1 antag	TAAR1 agonist	M1 PAM
COc1ccc([C@H]2CC(=O)C=C(c3cccc(C(C)C)c3)C2)cc1	-6	50*	-6	-14	2.1	0.5	-2	9	2
O=C(CS(=O)(=O)c1cn(Cc2ccc(Cl)cc2)c2ccccc12)N1CCCCC1	-10	-1	-3	-13	0.0	1.4	-1	2	-1
c1cc(-c2n[nH]c(-c3ccncc3)n2)ccn1	-8	-33	8	-2	0.2	0.0	-15	2	14
COCCNC(=O)C(=O)NCC1OCCN1S(=O)(=O)c1ccc(F)cc1 (stereo not given)	-7	3	-2	-3	-0.3	1.1	9	-1	-1
Cc1cccc(C)c1OCc1nnc(SCC(=O)NCc2ccccc2)o1	-7	-8	-4	-14	-0.8	0.0	-2	5	2
CC(C)OCc1c(C(=O)Nc2nccs2)oc2ccccc12	-6	-7	-3	-21	-2.1	-1.9	9	6	-5
O=C(NC1CC1)C1=C[C@@H](C2CC2)C[C@@H](OCCCCO)O1	-3	3	-5	-1	0.0	1.1	1	12	3
Cc1ccc(Cn2c(=O)c3c(nc4n3CCCN4Cc3ccccc3)n(C)c2=O)cc1	-3	-18	-2	-31	-1.5	-0.6	-24	3	4
CC(C)Sc1nc(N2CCOCC2)c2c3c(sc2n1)COC(C)(C)C3	4	14	-3	-2	-0.9	-1.1	-5	4	6
O=C(NCC(=O)N1CCCC1)c1ccc(Cl)cc1	-12	-42	-2	-1	-0.6	-0.3	3	0	5
CN(C)CCCN(C(=O)c1ccc2c(c1)CCCC2)c1nc2ccc(F)cc2s1	-5	2	-5	-2	10	6.2	9	25	-6
CN(C)c1ccc(/C=C2/SC(=O)N(CCN=C3NS(=O)(=O)c4ccccc43)C2=O)cc1	-7	7	-1	-12	3.0	3.2	4	28	-3

TAAR1 antag: hit marks shown above.
| structure | OXTR potentiate | TAAR1 antag | CHRM1 agonist | M1 antag | M1 PAM |
| --- | --- | --- | --- | --- | --- |
| COc1ccc([C@H]2CC(=O)C=C(c3cccc(C(C)C)c3)C2)cc1 | -6 | 50* | -6 | -2 | 2 |

(next part)
SMILES	OXTR potentiate	TAAR1 antag	CHRM1 agonist	CHO parental Ca	OXTR ag	V1R ag counter	M1 antag	TAAR1 agonist	M1 PAM
Cc1ccc(C)c(NC(=O)CCc2c(C)nn(-c3ccc(N4CCCCC4)nn3)c2C)c1	-4	14	-3	-21	1.6	4.0	11	6	-6
Cc1ccc(CN2CCN(c3cccc4[nH]ccc34)CC2)cc1	-8	-16	-8	-10	2.4	1.5	-9	6	4
COc1cc2ncnc(NCc3ccccc3F)c2cc1OC	-15	4	-5	-3	-0.1	3.8	-1	12	0
O=C(NCc1ccccc1)/C(=C\c1ccccc1)NC(=O)c1ccco1	-7	-11	-2	-15	0.1	0.9	-8	0	14
Cc1ccc(/C=N/NC(=O)c2ccc(Br)o2)s1	2	-4	-4	-2	-2.2	-0.8	-11	6	1
CC(=O)Nc1ccc(-c2nnc(SCC(=O)Nc3ccc4c(c3)oc3ccccc34)n2C)cc1	-11	-6	-1	12	-1.0	-0.9	-5	1	15
CC(C)CC(OC(=O)c1cccs1)C(=O)NCc1cccs1 (stereo not given)	-3	-11	-3	-2	-2.2	-1.7	-5	6	8
CCc1nn2c(NCCCO)cc(C)nc2c1-c1ccc(F)cc1	-2	0	-4	-9	-1.3	-0.6	2	0	-3
Cc1ccc(S(=O)(=O)Nc2ccccn2)c(C)c1	/	-17	-2	/	/	/	-2	0	1
C=CCN1C(=O)c2ccc(C(=O)N(CC)CC(=O)Nc3cc(Cl)ccc3C)cc2C1=O	-8	-4	-1	-23	2.1	0.9	6	2	-2
Cc1ccc(C(=O)Nc2ccccc2Sc2ccccc2)cc1	-7	6	-3	-32	-1.5	0.2	5	0	-5
CC(C)OCCCNC(=O)c1ccc2c(=O)n(Cc3ccc4c(c3)OCO4)c(=S)[nH]c2c1	6	9	-2	-4	0.8	0.2	-2	0	-1

Two of the compounds above, in markdown:
| smiles | OXTR potentiate | TAAR1 antag | CHRM1 agonist | CHO parental Ca | OXTR ag | V1R ag counter | M1 antag | TAAR1 agonist | M1 PAM |
| --- | --- | --- | --- | --- | --- | --- | --- | --- | --- |
| C=CCN1C(=O)c2ccc(C(=O)N(CC)CC(=O)Nc3cc(Cl)ccc3C)cc2C1=O | -8 | -4 | -1 | -23 | 2.1 | 0.9 | 6 | 2 | -2 |
| Cc1ccc(C(=O)Nc2ccccc2Sc2ccccc2)cc1 | -7 | 6 | -3 | -32 | -1.5 | 0.2 | 5 | 0 | -5 |

Reformatted: results already given.
Cc1ccc(C(=O)Nc2ccccc2Sc2ccccc2)cc1
- OXTR potentiate = -7
- TAAR1 antag = 6
- CHRM1 agonist = -3
- CHO parental Ca = -32
- OXTR ag = -1.5
- V1R ag counter = 0.2
- M1 antag = 5
- TAAR1 agonist = 0
- M1 PAM = -5
CC(C)OCCCNC(=O)c1ccc2c(=O)n(Cc3ccc4c(c3)OCO4)c(=S)[nH]c2c1
- OXTR potentiate = 6
- TAAR1 antag = 9
- CHRM1 agonist = -2
- CHO parental Ca = -4
- OXTR ag = 0.8
- V1R ag counter = 0.2
- M1 antag = -2
- TAAR1 agonist = 0
- M1 PAM = -1

Additional records follow.
SMILES	OXTR potentiate	TAAR1 antag	CHRM1 agonist	CHO parental Ca	OXTR ag	V1R ag counter	M1 antag	TAAR1 agonist	M1 PAM
Cc1cc(C(F)F)n2ncc(C(=O)NCc3ccccc3F)c2n1	-2	1	-7	-9	-1.6	0.0	-12	-1	4
COc1ccc(S(=O)(=O)N2C[C@H]3CON(C)[C@H]3C[C@H]2c2ccc(-c3cccc(F)c3)cc2)cc1	/	21	-3	/	/	/	-6	0	5
NS(=O)(=O)c1ccc(NS(=O)(=O)c2ccc(NC(=O)C3CC3)cc2)cc1	3	3	0	-3	0.2	0.6	-8	0	12
O=C(O)c1ccc2c(c1)CCCN2	-1	-7	-5	-8	1.1	0.5	-12	1	9
COc1cccc(OCC(=O)Nc2cc(NC(=O)COc3cccc(OC)c3)cc(C(=O)O)c2)c1	2	-3	-3	-8	-0.3	0.1	-5	1	2
CN(C)/C=C/C=C1C(=O)CCCC1=O	-4	-5	1	-3	2.5	1.7	-5	2	7
Cc1cc(C(=O)NC2CCCc3c2cnn3-c2ccc(C)c(C)c2)no1 (stereo not given)	-2	-3	-2	-23	2.5	6.8	-2	-3	-2
CC(C)OC(=O)c1cccc(C(=O)OCc2ccco2)n1	-13	12	0	-2	-0.8	-0.1	-13	12	11
CC1(C(=O)OCC(=O)Nc2ccc(C(N)=O)cc2)CC1(Cl)Cl (stereo not given)	1	-17	-5	-6	1.7	2.0	-17	2	11
CCCCNC(=O)CN1C(=O)C(CC)Oc2ccc(Cl)cc21 (stereo not given)	-2	11	-5	-16	-1.2	-1.2	1	4	-1
CC(=O)Nc1cccc(C(=O)OCC(=O)Nc2nnc(-c3ccccc3)o2)c1	1	12	-3	-21	0.6	0.5	5	0	0
CC(/C=C/C=C/c1ccccc1)=N/NC(=O)c1ccc2c(c1)OCCO2	-5	-5	-3	-12	0.0	0.3	-5	1	7
CCOc1ccccc1N1CC(C(=O)NCCOc2ccccc2OC)CC1=O (stereo not given)	1	-2	-1	-14	-0.3	0.6	-18	0	9
CCN(CC)S(=O)(=O)c1ccc(C(=O)NCCN2C(=O)S/C(=C\c3cccnc3)C2=O)cc1	-21	9	-4	1	-1.3	-0.7	-11	4	8
COCC(=O)N1CCCC(C(=O)c2ccc(Oc3ccccc3)cc2)C1 (stereo not given)	-15	-5	-15	-13	0.3	2.9	-6	4	5
COc1ccc(-c2nn(-c3ccccc3)cc2/C=C\C(=O)N2CCOCC2)cc1[N+](=O)[O-]	0	13	-7	-13	-0.8	-0.6	-6	1	10
O=C(O)c1c2cc(Br)ccc2nc2[nH]c(=O)[nH]c(=O)c12	/	-5	-4	/	/	/	-8	1	1
Cc1nc(N2CCN(C)CC2)c2c(C)c(C(=O)Nc3ccc(C)c(F)c3)sc2n1	-8	-21	-11	-21	3.9	1.8	-6	12	8
CC(C)[N+](C)(C)CC(O)CN(c1ccccc1)c1ccccc1 (stereo not given)	-5	-2	-9	-9	0.5	3.1	86*	1	-28
Nc1c2c(nc3sc4c(c13)CCCCC4)CCCCC2	-8	22	-6	-6	2.4	6.3	51*	0	-24
COc1ccccc1-n1ccnc1SCC(=O)NCc1ccco1	-10	-6	-6	-5	0.3	0.5	9	2	-2
Cc1ccc(OCC(=O)N(C)CC(=O)NCc2ccco2)c(Br)c1	/	-5	-3	/	/	/	-9	1	7
COc1ccc(CN2CCNC(=O)C2CC(=O)N(C)Cc2ccncn2)c(OC)c1 (stereo not given)	0	7	-6	-1	1.9	0.8	-8	5	6
Cc1ccc(-c2nnn(CC(=O)N(CC(=O)NCC3CCCO3)c3ccc(F)c(Cl)c3)n2)o1 (stereo not given)	-10	6	0	-16	2.0	2.5	-4	5	8
O=C(CN(c1cccc(Br)c1)S(=O)(=O)c1ccccc1)N/N=C/c1cc([N+](=O)[O-])ccc1O	-15	20	-3	-29	-1.9	-0.7	-10	-1	4
O=C(c1ccc(Cl)c(S(=O)(=O)N2CCc3ccccc32)c1)N1CCN(c2ccccc2O)CC1	-6	61*	-3	-7	-0.1	1.7	25*	22	-14
Cn1c2ccccc2c2nnc(N/N=C/c3ccc(O)cc3)nc21	-4	-31	-1	2	0.7	0.8	-13	17	7
